CIT2-GFP yeast: yeast TOR pathway CIT2-GFP modulation. S. cerevisiae CIT2-GFP strain, flow cytometry, 3 h; 100 means same as DMSO wells. GFP response vs DMSO, % at 10 µM. 0.065% of 320,000 active;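 active means GFP response relative to DMSO above a set limit, near the screen mean plus 3 SD, cut at about 150% in these data; inconclusive means Fewer than 70 cells measured for a yeast strain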;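 further: ratio of well median GFP fluorescence to mean of DMSO wells on the plate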
VLA-4 inh: inhibition in a human VLA-4 binding assay; P13612; AID 2557; 0.2% of 330,000 active; VLA-4 expressing cells, ligand binding flow cytometry; inhibition, % (about 7 µM as worked out from the volumes in the protocol); in the data active means inhibition above about 50%
GLD-1 RNA inh: GLD-1-TGE RNA interaction inhibition (C. elegans) | Q17339 | 0.44% of 320,000 active | inhibition, % at 5.96 µM | purified GLD-1 + fluorescein TGE RNA, fluorescence polarization | AID 2280;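 active means percent inhibition above a per-plate cutoff, the plate mean of test compounds plus 3 SD, cut at about 30% in these data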;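 further: 0% = DMSO wells with GLD-1 and probe and 100% = wells lacking GLD-1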
Target sequence (Q17339 whole entry, looked up): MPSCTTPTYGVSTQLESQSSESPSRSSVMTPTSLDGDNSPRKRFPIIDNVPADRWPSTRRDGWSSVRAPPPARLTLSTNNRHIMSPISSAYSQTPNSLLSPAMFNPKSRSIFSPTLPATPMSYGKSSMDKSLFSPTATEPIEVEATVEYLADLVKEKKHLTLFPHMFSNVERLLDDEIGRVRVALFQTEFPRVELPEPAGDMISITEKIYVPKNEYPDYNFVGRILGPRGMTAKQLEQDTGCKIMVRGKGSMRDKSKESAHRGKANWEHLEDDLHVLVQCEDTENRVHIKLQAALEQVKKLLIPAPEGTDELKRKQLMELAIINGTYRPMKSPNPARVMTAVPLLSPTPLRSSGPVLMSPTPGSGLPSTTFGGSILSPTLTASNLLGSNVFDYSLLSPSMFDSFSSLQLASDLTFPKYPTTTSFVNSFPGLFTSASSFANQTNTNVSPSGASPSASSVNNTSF
Bcl-xL primary: inhibitors of human Bcl-xL | Q07817 | GST-Bcl-xL / FITC-Bim BH3 peptide fluorescence polarization | inhibition, % at 10.9 µM | 0.7% of 320,000 active;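 active means inhibition above the mean of all tested compounds plus 3 SD, cutoff set per campaign, cut at about 30% in these data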;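 further: 0% = DMSO wells and 100% = unlabeled Bim-BH3 peptide competitor; inhibitors lower millipolarization by displacing the labeled peptide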
Target sequence (Q07817 whole entry, looked up): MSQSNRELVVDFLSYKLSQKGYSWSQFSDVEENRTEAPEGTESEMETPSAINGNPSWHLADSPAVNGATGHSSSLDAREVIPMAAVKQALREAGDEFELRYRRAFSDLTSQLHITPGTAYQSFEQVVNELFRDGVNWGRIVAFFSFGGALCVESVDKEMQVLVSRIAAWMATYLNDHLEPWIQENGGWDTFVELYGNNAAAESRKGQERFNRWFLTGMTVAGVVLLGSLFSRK
MCL1 BIM primary: inhibitors of human MCL1 binding to BIM-BH3 peptide | Q07820 | GST-MCL1 / FITC-Bim-BH3 fluorescence polarization | inhibition, % at 10.9 µM | 0.68% of 320,000 active;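 active means inhibition above the mean inhibition of all tested compounds plus 3 SD, set per campaign, cut at about 40% in these data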;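 further: 0% = DMSO wells and 100% = unlabeled Bim-BH3 peptide control; higher means more loss of mP so more displacement of Bim peptide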
Target sequence (Q07820 whole entry, looked up): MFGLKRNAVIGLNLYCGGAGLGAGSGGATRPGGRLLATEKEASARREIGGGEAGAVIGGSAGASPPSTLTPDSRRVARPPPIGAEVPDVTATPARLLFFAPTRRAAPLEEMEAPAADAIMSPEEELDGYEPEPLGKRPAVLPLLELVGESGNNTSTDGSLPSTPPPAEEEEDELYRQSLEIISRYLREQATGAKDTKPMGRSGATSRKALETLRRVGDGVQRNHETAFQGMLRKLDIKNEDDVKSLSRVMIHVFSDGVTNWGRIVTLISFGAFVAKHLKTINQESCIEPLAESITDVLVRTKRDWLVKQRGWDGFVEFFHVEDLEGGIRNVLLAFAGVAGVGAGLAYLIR
AGP1 TOR yeast: modulators of TOR pathway AGP1-GFP in S. cerevisiae | S. cerevisiae AGP1-GFP multiplex flow cytometry, 3 h; GFP as percent of DMSO wells | GFP response vs DMSO, % at 10 µM | 0.02% of 320,000 active;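 active means GFP response relative to DMSO above a set limit, near screen average plus 3 SD, cut at about 150% in these data; inconclusive means fewer than 70 cells counted for the yeast strain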;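 further: median GFP channel fluorescence of the gated AGP1 strain per well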
GRK2 aptamer HTS: human GRK2 inhibition via aptamer displacement. 0.59% of 330,000 active. P25098. AID 488847. inhibition of aptamer binding, % at 10 µM. bead flow cytometry, FAM-aptamer displacement from GRK2;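 active means inhibition of aptamer binding above 40%, roughly 3 SD of noise, on plates passing a quality check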;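 further: median bead fluorescence of bound FAM aptamer so fluorescent compounds give negative values; no value below 0 was filed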
MEX-5 binding: C. elegans MEX-5 TCR-2 RNA binding activity | activity score (negative = inhibition of binding), % at 10 µM | Q9XUB2 | 0.38% of 300,000 active | MEX-5/FITC-TCR2 RNA binding, fluorescence polarization; active compounds read low;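 active means inhibition past about -25% in most replicates, and total fluorescence under double the plate's negative control median, limit read from the data; inconclusive means replicates evenly split on the limit, or fluorescence at least double controls; inactive means too little inhibition in most replicates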;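 further: 0% = DMSO and -100% = 5 µM competing unlabeled TCR2 RNA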
Fam108B inh: counter-screen for RBBP9 inhibitors: inhibitors of mouse Fam108B; 0.33% of 300,000 active; inhibition, % at 9.51 µM; AID 1947; recombinant Fam108B, FP-Rh probe fluorescence polarization;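 active means inhibition above the screen mean inhibition plus 3 SD, computed separately per campaign, cut at about 18% in these data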;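 further: inhibitors lower polarization as less probe binds the enzyme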
Numbers without * were called inactive; ? = inconclusive; / = not tested or not shown.

SMILES	CIT2-GFP yeast	VLA-4 inh	GLD-1 RNA inh	Bcl-xL primary	MCL1 BIM primary	AGP1 TOR yeast	GRK2 aptamer HTS	MEX-5 binding	Fam108B inh
O=C(O)c1nn2c(c1Br)NC(c1ccccc1)CC2C(F)(F)F (stereo unspecified)	95	-1	-2	1	0	96	0	0.2	4
CC(NC(=O)CN(c1ccc(F)cc1)S(C)(=O)=O)c1ccccc1 (stereo unspecified)	104	7	3	7	-7	102	0	0.7	-1
CC(C)N1CCN(S(=O)(=O)c2ccccc2)CC1	107	-3	6	2	3	98	2	1.7	4
O=C(COC(=O)C1(c2ccc(Cl)cc2)CCCC1)NC1CCS(=O)(=O)C1 (stereo unspecified)	95	0	0	1	-8	94	1	0.7	-1
Cc1nn(C(C)C(=O)NCc2cccs2)c(C)c1[N+](=O)[O-] (stereo unspecified)	96	0	2	1	-6	102	0	1.6	2
CC1(C)CC(=O)c2c(O)c(-c3ccccc3)c(=O)n(-c3ccccc3)c2C1	99	-6	-3	-1	-8	98	0	-1.3	0
Cc1ccc(S(=O)(=O)Nc2ccccc2F)cc1C(=O)OC(C)C(=O)N1CCOCC1 (stereo unspecified)	98	4	-7	-3	-4	98	1	-1.8	0
COC(=O)CC1(c2ccc(OC)cc2)C(=O)c2ccccc2C1=O	95	4	-4	-3	3	99	0	-0.8	0
Cc1ccc(C2C(C(=O)c3sc(C)nc3C)=C(O)C(=O)N2CCN2CCOCC2)o1 (stereo unspecified)	103	10	13	22	14	107	2	-1.9	-1
O=S(=O)(Nc1ccc(Cl)cc1)c1cccc2nsnc12	104	1	4	-3	0	92	4	-0.1	-4
CCOc1ccc(NC(=O)C(CC(=O)O)Cc2ccc(C)cc2)cc1 (stereo unspecified)	102	8	/	/	/	109	2	-1.2	/
COc1ccccc1NC(=O)N1CCCC1C(=O)NCCc1ccccc1 (stereo unspecified)	102	8	1	8	10	99	0	-1.6	-1
COCCn1c(=N)c(S(=O)(=O)c2ccc(F)cc2)cc2c(=O)n3cccc(C)c3nc21	97	-1	-4	2	2	99	1	/	3
Cc1cc(NC(=O)COC(=O)C2CC(=O)N(c3cccc(C)c3C)C2)no1 (stereo unspecified)	104	3	1	4	1	104	0	1.4	-1
Cc1ccnc(NC(=O)C(C)N2C(=O)c3ccccc3C2=O)c1 (stereo unspecified)	101	11	-2	11	3	108	2	-1.9	-11
O=C(NCC1CCCO1)c1ccc(NC(=O)c2cccc([N+](=O)[O-])c2)cc1 (stereo unspecified)	103	-8	6	5	6	100	0	2.3	1
CCOc1ccc(-c2nnc(NC3=NCCCCC3)o2)cc1	104	1	5	6	6	98	2	2.1	2
CCN(CC)S(=O)(=O)c1ccc2c(c1)nc(SCC(=O)NC1CC1)n2-c1ccccc1OC	102	0	3	-10	-8	103	0	0.3	2
CCn1c(=O)c(CCC(=O)NCC2CCCO2)c(C)c2c(C)nn(-c3ccc(C)cc3)c21 (stereo unspecified)	99	-2	0	5	-5	95	1	-0.6	-2
CCn1c(COc2cccc(OC)c2)nnc1SCC(=O)Nc1cc(OC)ccc1OC	99	5	-5	-1	0	101	0	-0.2	0
Cc1ncc([N+](=O)[O-])n1Cc1ccc(Br)cc1	103	3	4	1	5	103	1	-1.4	4
COCCN(C(=O)CSCc1ccccc1)c1c(N)n(Cc2ccccc2)c(=O)[nH]c1=O	110	-12	-6	2	1	101	3	0.1	1
Cc1cc(NC(=O)CCC(=O)N(CC(=O)NC2CCCC2)c2cccc(F)c2)no1	105	5	5	1	-1	106	3	1.6	0
O=C1C2C(c3ccccc3)C=CC(c3ccccc3)C2C(=O)N1c1cccnc1 (stereo unspecified)	106	-3	5	2	6	99	1	1.3	6
COc1ccc(-c2nn[nH]n2)cc1OC	106	3	1	5	1	102	1	4.3	-2
CN(C)CCn1c2c(c(SCC(=O)NCc3ccccc3)nc1=O)CCCC2	98	0	10	5	-1	107	0	0.2	0
Cc1ccc(-n2c(-c3ccncc3)n[nH]c2=S)cc1	104	16	3	-19	-16	99	1	0.7	2
C=CCn1c(=NC(=O)c2ccco2)sc2cc(C(=O)OCC)ccc21	98	8	16	0	-5	109	2	3.1	-11
Cc1cccc(C(C)(C)C)c1OCCn1ccnc1	92	2	3	-1	-2	97	3	-9.0	-3
CCN(CC)C(=O)n1nc(C)c(CN2C(=O)c3ccccc3C2=O)c1C	101	-4	3	2	-3	100	0	-3.8	-3
O=S(=O)(NCc1ccc(F)cc1)c1ccc(-n2cnnn2)cc1	107	-4	0	1	-5	98	0	-3.7	-3
CC(NC(=O)C(=O)N/N=C\c1cccc([N+](=O)[O-])c1)c1ccccc1 (stereo unspecified)	96	-1	0	5	8	100	0	-1.3	-2
COc1ccc(S(=O)(=O)N2CCCC2CNC(=O)c2cccc(OC)c2)cc1 (stereo unspecified)	96	2	3	5	3	113	6	5.8	2
Cc1cc(-c2ccc(C)c(S(=O)(=O)N3CCN(c4ccc([N+](=O)[O-])cc4)CC3)c2)on1	100	-3	-7	3	5	95	2	/	-5
O=S1(=O)CCN(OCc2ccc(Cl)cc2)CC1	86	0	-2	11	2	97	0	0.8	1
CC1Oc2ccccc2N(CC(=O)Nc2ccc3c(c2)OCO3)C1=O (stereo unspecified)	100	7	1	3	-3	107	0	-0.5	2
COc1ccc(CCNC(=O)COC(=O)Cc2cccc3ccccc23)cc1	99	2	3	6	7	87	1	1.7	4
COc1cccc(C(C(=O)NCC2CCCO2)N(C(=O)Cn2nnc3ccccc32)c2ccc(NC(C)=O)cc2)c1 (stereo unspecified)	?	-6	-2	4	6	?	0	2.7	-1
COc1ccccc1NC(=O)CC1Nc2ccccc2NC1=O (stereo unspecified)	102	-23	-16	8	7	110	5	1.8	3
O=C(COc1ccccc1)N1CCCCCCC1	101	-2	-3	2	12	102	0	-1.4	0
CCOC(=O)CSCc1c(C#N)c2ccccc2n1C	94	12	-2	1	0	100	10	/	-1
COc1cc(NS(=O)(=O)c2ccc(NC(=S)NC(=O)c3ccco3)cc2)ncn1	97	-3	-7	16	11	93	1	-2.7	1
CCCc1nc(Nc2nc3ccccc3o2)nc(C)c1C(=O)OCC	93	7	0	3	3	107	5	1.7	4
Cc1c(N=C2NC(=O)/C(=C/c3cccc([N+](=O)[O-])c3)S2)c(=O)n(-c2ccccc2)n1C	100	4	-6	2	5	96	2	0.5	1
COc1cccc(NC(=O)N(C2CCCCC2)C(C)c2cccs2)c1 (stereo unspecified)	100	11	2	0	0	85	1	/	2
COCCOC(=O)c1c(C)n(C)c2ccc(OC(=O)c3ccccc3OC)cc12	92	-134	-1	2	-2	94	5	-1.4	0
COc1ccc(N2CCN(C(=O)C3CCCN(c4ncnc5c4nc4n5CCCCC4)C3)CC2)cc1 (stereo unspecified)	97	-2	-6	6	4	90	0	3.5	4
N#C/C(=C\c1ccccc1Cl)C(=O)Nc1ccccn1	93	21	-2	7	7	92	2	-6.0	1
CCn1ccnc1CN(C)Cc1nc(-c2cccc(Cl)c2)no1	102	2	7	7	5	101	0	0.3	1
N/C(Cc1ccc([N+](=O)[O-])cc1)=N\OC(=O)c1ccc2ccccc2c1	119	-4	3	-3	-4	77	1	-7.4	-4
CCOC(=O)Nc1ccc(=O)n(Cc2c(Cl)cccc2Cl)c1	101	9	4	2	8	109	0	-0.5	0
CN1CCN(C(=O)/C(=C\c2cccs2)NC(=O)c2ccccc2)CC1	106	17	3	2	5	101	0	1.6	-2
O=C(CN1C(=O)CSCC1=O)NCc1ccc(F)cc1	99	7	6	2	3	104	2	1.4	2
NC(=O)c1ccc(Nc2ccc3c(c2)CCC3)c([N+](=O)[O-])c1	94	-5	-2	2	-7	93	0	-0.9	1
COc1cc(CCC(=O)N2CCN(S(=O)(=O)c3ccc(C)c(C)c3)CC2)cc(OC)c1OC	106	/	8	-3	-2	108	0	/	3
CC(=O)Nc1cccc(C(=O)/C=C/c2ccc(/C=C/C(=O)c3cccc(NC(C)=O)c3)cc2)c1	106	31	4	8	10	108	0	2.3	-23
C=CCNCCOc1ccc(C(C)(C)c2ccccc2)cc1	98	10	27	3	5	94	0	-2.7	1
COc1ccc(S(=O)(=O)N(C)CC(=O)NCC2CCCO2)cc1OC (stereo unspecified)	98	-15	5	4	0	90	1	3.7	-4
Cc1ccc(S(=O)(=O)c2c(COC(=O)c3ccc(Cl)cc3)c(-c3ccccc3)nn2C)cc1	97	-2	4	4	5	101	6	1.2	-3
CCn1nc(C)c(/C=N/NC(=O)Cn2nnc(N)n2)c1C	102	-8	-3	0	-1	108	1	1.9	-2

Next section:
SMILES	CIT2-GFP yeast	VLA-4 inh	GLD-1 RNA inh	Bcl-xL primary	MCL1 BIM primary	AGP1 TOR yeast	GRK2 aptamer HTS	MEX-5 binding	Fam108B inh
N=C(N)SCc1ccccn1	97	5	1	5	7	99	2	1.9	5
CCCn1cc(S(=O)(=O)c2ccc(Cl)cc2)c(=O)c2cc(OC)ccc21	99	0	-1	2	0	99	0	-1.6	1
COc1ccccc1/C=C/C(=O)NC1CC2CCC1C2 (stereo unspecified)	102	10	9	-2	1	107	7	2.0	2
CCOc1cc(CNCc2cccnc2)cc(Br)c1OCC(N)=O	131	2	3	7	-1	112	1	1.1	2
COc1ccc(OC)c(N2CC(O)(c3cccs3)[N+]3=C2SCCC3)c1 (stereo unspecified)	100	1	4	3	-3	107	0	/	-6
CN(CC(=O)Nc1ccc(Cl)c(C(F)(F)F)c1)C(=O)CCC(=O)c1ccccc1	92	1	9	45*	-8	98	1	/	/
CCNc1ccc(Br)cc(C(=O)/C=C/c2ccc(Cl)cc2)c1=O	109	-64	4	-24	-80	103	12	-3.7	11
O=C(Cn1nnc2ccccc21)c1ccc(Br)cc1	99	-10	4	1	-3	100	5	1.2	5
CCCCC1=CC2=C(c3ccco3)C(=O)C(C)(OC(=O)c3ccc(OC)cc3)C(=O)C2=CN1CC1CC1 (stereo unspecified)	64	22	14	18	13	76	0	-7.2	3
CCOc1ccc(C2NC(=O)Cc3cc(OC)c(OC)cc32)cc1 (stereo unspecified)	105	10	-1	1	0	101	3	-0.9	-2
CCCCC(=O)Oc1ccccc1C1SCc2cc(C)c(C)cc2CS1	109	-20	3	6	2	109	3	-2.5	-3
C=CC[N+]1(CC=C)CCOCC1	100	4	4	3	0	94	0	-0.7	0
Cc1ccc(C(=O)Nc2nc3ccc(S(C)(=O)=O)cc3s2)s1	93	10	6	1	0	98	0	-2.4	-2
O=C(/C=C/c1nc2ccccc2s1)N1CCCCCC1	97	22	-5	1	2	98	0	1.9	2

5 compounds out of the list, ordered by length of the SMILES, ascending:
SMILES	CIT2-GFP yeast	VLA-4 inh	GLD-1 RNA inh	Bcl-xL primary	MCL1 BIM primary	AGP1 TOR yeast	GRK2 aptamer HTS	MEX-5 binding	Fam108B inh
C=CC[N+]1(CC=C)CCOCC1	100	4	4	3	0	94	0	-0.7	0
CCCCC(=O)Oc1ccccc1C1SCc2cc(C)c(C)cc2CS1	109	-20	3	6	2	109	3	-2.5	-3
Cc1ccc(C(=O)Nc2nc3ccc(S(C)(=O)=O)cc3s2)s1	93	10	6	1	0	98	0	-2.4	-2
CCNc1ccc(Br)cc(C(=O)/C=C/c2ccc(Cl)cc2)c1=O	109	-64	4	-24	-80	103	12	-3.7	11
CCCCC1=CC2=C(c3ccco3)C(=O)C(C)(OC(=O)c3ccc(OC)cc3)C(=O)C2=CN1CC1CC1 (stereo unspecified)	64	22	14	18	13	76	0	-7.2	3

High-throughput results: PubChem, several laboratories
